SENP8 block-1: inhibitors of human SENP8 protease | Q96LD8 | purified SENP8, Z-RLRGG-aminoluciferin cleavage, luminescence | 330,000 tested, 1.2% active | inhibition, % at 10 µM | AID 2540; in the data active means inhibition above about 50%
Target sequence (Q96LD8 whole entry, looked up): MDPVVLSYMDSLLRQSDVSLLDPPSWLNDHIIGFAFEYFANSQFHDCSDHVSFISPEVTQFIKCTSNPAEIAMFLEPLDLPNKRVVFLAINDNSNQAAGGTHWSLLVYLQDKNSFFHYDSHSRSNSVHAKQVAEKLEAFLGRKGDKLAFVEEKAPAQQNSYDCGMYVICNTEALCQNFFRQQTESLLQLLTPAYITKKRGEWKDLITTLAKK
HKDC1 inhibitor: inhibitors of human hexokinase HKDC1 | Q2TB90 | recombinant HKDC1, G6PDH/diaphorase resazurin coupled fluorescence | inhibition, % at 20 µM | 340,000 tested, 0.16% active | AID 493160;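 active means inhibition above about 35% when tested at 20 µM, limit read from the data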;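 further: plate controls were DMSO wells with enzyme for no effect and DMSO wells lacking enzyme for full effect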
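Test system: Recombinant HKDC1 (HK5) hexokinase enzyme, produced in-house | Input: HKDC1 at 5 µg/mL | Buffer or medium: Tris pH 8.0 buffer with MgCl2, Tween-20, BSA, BME | Schedule: 90 min reaction incubation at room temperature, dark | Technique: Resazurin-to-resorufin fluorescence via G6PDH and diaphorase coupling, 525/613 nm | Controls: DMSO wells with and without enzyme mix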
PfG6PD inh: PfG6PD (Plasmodium falciparum) enzyme inhibition | inhibition, % at 20 µM | PfGluPho enzyme, NADPH resazurin-diaphorase fluorescence | 350,000 tested, 0.78% active;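 active means inhibition reaching at least a set limit at 20 µM in the primary screen, cut at about 59% in these data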;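 further: 0% = DMSO wells with substrate and 100% = DMSO wells lacking glucose-6-phosphate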
SENP1 inh: blocks the human SENP1 SUMO protease catalytic domain; Q9P0U3; recombinant SENP1 catalytic domain, CyPet-SUMO1-YPet FRET cleavage; inhibition, % at 10 µM; 360,000 tested, 0.21% active; AID 624204;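 active means inhibition at least 30% at 10 µM, raw YFP signal under a set limit, fluorescence ratio 0.5 to 1.5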;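 further: 0% = enzyme with DMSO and 100% = no enzyme wells; some results filed as inactive read as strong as hits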
Target sequence (Q9P0U3 419-644 limits assumed): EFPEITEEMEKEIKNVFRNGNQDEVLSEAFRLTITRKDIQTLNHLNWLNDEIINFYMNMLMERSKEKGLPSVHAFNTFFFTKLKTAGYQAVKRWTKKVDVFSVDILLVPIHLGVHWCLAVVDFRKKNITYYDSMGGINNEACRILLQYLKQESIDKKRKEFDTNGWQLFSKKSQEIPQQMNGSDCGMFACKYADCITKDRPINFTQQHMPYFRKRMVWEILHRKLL
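Compound: 10 µM single point, 0.5% DMSO; Test system: hSENP1 catalytic domain, recombinant; Timing: 50 min reaction at room temperature; Technique: FRET, CFP and YFP emission; Control set: no-enzyme wells low, DMSO-plus-enzyme wells high control.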
Apaf1 inhib: blocks human Apaf-1 apoptosome activity; O14727; reconstituted apoptosome caspase-3 activity, DEVD-Rh110 fluorescence; inhibition, % at 20 µM; 330,000 tested, 0.71% active; AID 489030; active means inhibition of at least 40% at 20 µM;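 further: plate controls were DMSO wells for no effect and DEVD-CHO caspase inhibitor wells for full effect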
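Assay system – apoptosome proteins · Medium – Hepes buffer, pH 7.5 · Also added – cytochrome c with DEVD-Rh110 · Timing – 30 min compound preincubation, 50 min activation, room temperature · Detection – Rh110 fluorescence, excitation 480 nm, emission 540 nm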
SENP6 block: blocks the human protease SENP6; Recombinant SENP6 catalytic domain, aminoluciferin luminescence; Q9GZR1; 330,000 tested, 1.8% active; inhibition, % at 10 µM;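 active means inhibition above about 50% at the single tested dose, limit read from the data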;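 further: plate controls were DMSO wells with enzyme for no effect and DMSO wells lacking enzyme for full effect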
SENP7 inh: blocks the human protease SENP7; Q9BQF6; recombinant SENP7, Z-RLRGG-aminoluciferin luminescence, 40 min; inhibition, % at 5 µM; 330,000 tested, 1.5% active; AID 434973;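 active means inhibition above about 50% at the single test dose, limit read from the data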;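 further: plate controls were DMSO with enzyme for no effect and no enzyme buffer wells for full effect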
Target sequence (Q9BQF6 706-1050 limits assumed): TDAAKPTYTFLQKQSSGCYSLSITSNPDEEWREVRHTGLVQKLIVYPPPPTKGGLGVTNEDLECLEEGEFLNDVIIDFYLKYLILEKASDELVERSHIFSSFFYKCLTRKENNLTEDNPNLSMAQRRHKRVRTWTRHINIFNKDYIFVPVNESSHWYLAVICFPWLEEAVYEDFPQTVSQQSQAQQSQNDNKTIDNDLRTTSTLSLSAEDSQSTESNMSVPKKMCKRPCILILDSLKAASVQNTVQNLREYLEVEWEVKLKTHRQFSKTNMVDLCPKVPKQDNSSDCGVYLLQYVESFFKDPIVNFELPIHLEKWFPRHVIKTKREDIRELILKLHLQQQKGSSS
SENP8 block-2: SENP8 (human) protease inhibition; inhibition, % at 20 µM; AID 602440; recombinant SENP8, Nedd8 substrate fluorescence; 360,000 tested, 0.64% active; in the data active means inhibition mostly above about 40%, no sharp cut-off; inactive means mostly below about 27%
Numbers without * were called inactive; . = no result given; & = joins results of further samples.

Molecule	SENP8 block-1	HKDC1 inhibitor	PfG6PD inh	SENP1 inh	Apaf1 inhib	SENP6 block	SENP7 inh	SENP8 block-2
O=[N+]([O-])c1cccc(S(=O)(=O)N2CCN(c3ccccn3)CC2)c1	-2	-4	-9	1	1	-3	-17	15
C[C@@H]1NS(=O)(=O)c2cc(Cl)ccc2O[C@@H]1c1ccccc1	.	-3	11	0	.	.	.	-1
Cn1cc(CN2CCN(CCc3ccccc3)C(CCO)C2)cn1 (configuration not stated)	-8	-2	3	0	-4	-26	-4	7
Cn1cnc([N+](=O)[O-])c1S(=O)(=O)Nc1ccccc1	.	-5	5	2	.	.	.	10
COC(=O)c1cc(-c2cccc(OC)c2)on1	-25	-4	3	0	16	-2	-13	11
O=C(Nc1ccccc1)c1cc(S(=O)(=O)NCc2ccncc2)ccc1Cl	0	-3	16	0	-4	0	-1	7
CSc1ccc(/C=N/NC(=O)c2ccccc2Cl)cc1	-11	1	0	1	-11	-40	6	-53
N#Cc1cnn(-c2ccccc2)c1NC(=O)c1ccccc1F	-5	0	-14	-1	15	1	6	15
O=C(c1cccnc1)N1CCN(C(=O)c2cccc(Cl)c2)CC1	-6	-4	-24	3	-7	-11	6	11
C=CCc1ccccc1OCC(O)CN1CCN(c2ccccc2OC)CC1 (configuration not stated)	-3	-8	-3&21	2&0	11	-3	-1	30&20
CC1CCCN(C(=O)CSCC(=O)N=c2sc3ccccc3n2C)C1 (configuration not stated)	-6	3	12	1	10	-8	-14	9
COc1ccc(NC(=O)N2CCCC2C(=O)NC23CC4CC(CC(C4)C2)C3)cc1 (configuration not stated)	-4	-5	-18	0	6	-4	-7	10
CCO[C@H]1OC(C(=O)O)=C[C@@H](C(C)(C)C)[C@@H]1CCCO	0	0	-11	3	9	-3	7	9
COc1cc(OC)cc(-c2nnc(SCC(=O)NCc3cccs3)o2)c1	-5	-10	2	1	-12	-18	-6	12
CCOc1ccc(N(CC(=O)NCCSCc2ccco2)S(=O)(=O)c2ccc(F)cc2)cc1	5	-2	20	2	-11	3	2	1
COc1cccc(C2C3=C(CC(C)(C)CC3=O)Nc3n[nH]c(C)c32)c1 (configuration not stated)	-10	-3	-3	3	4	-13	-12	-452
CCc1c(C)nc2c(OC)cccc2c1Cl	0	10	-5	-1	0	-14	2	-76
COc1ccc(S(=O)(=O)N2CCOC23CCN(S(C)(=O)=O)CC3)cc1	2	-5	12	1	7	-3	-9	3
O=[N+]([O-])c1cc(S(=O)(=O)Nc2cccc(Cl)c2)ccc1N=Nc1c(O)[nH]c2ccccc12	9	3	-14	8	10	11	-1	37
CS(=O)(=O)N(CC(=O)NCCSCc1ccco1)c1ccc(Cl)cc1	0	-1	4	-1	-5	13	6	12
C=CCNC(=O)/C(C#N)=C/c1ccc(C(=O)O)cc1	-6	0	-1	3	-10	-9	1	2
Cc1ccc(-n2c(SCC(=O)Nc3cccc(S(=O)(=O)NC4=NCCCCC4)c3)nc3ccccc3c2=O)cc1C	1	18	-25	1	16	-4	-2	5
Cc1cc(C)cc(N(CC(=O)NCc2ccc(F)cc2)C(=O)c2snc(C(N)=O)c2N)c1	-6	4	-29	-26	7	2	-5	-328
COC(=O)C(C(=O)Nc1ccc(OC)cc1)C1CCCCCC1 (configuration not stated)	-2	3	-26	-17	15	-19	5	23
Oc1ccc(C[C@H]2CNCCN2CCCCC2CCCCC2)cc1	-18	6	-16	0	41*	-21	-7	9
Cc1ccc(NC(=O)CSc2nnc(-c3ccccn3)n2N)c(Br)c1	0	6	-9	5	-5	-7	-4	13
CC(=O)N1CCc2cc(S(=O)(=O)CCC(=O)N(C)Cc3ccco3)ccc21	-3	-3	-3	2	-1	16	3	4
CSCCC(NC(=O)COc1ccccc1)C(=O)OCCOc1ccc(Br)cc1 (configuration not stated)	-20	3	7	0	23	-9	-14	15
O=C(NCc1ccccc1)c1cncc(Br)c1	-9	-16	-14	-88	1	-27	-5	6
COc1ccc(S(=O)(=O)CCC(=O)N(C)c2ccc(OC)cc2OC)cc1	-4	3	-20	0	-23	-26	0	8
COC(=O)c1ccc(N)c(CS(=O)(=O)c2ccc(Cl)cc2)c1	-6	-1	4	-2	6	15	-6	5
COC(=O)C(NC(=O)c1ccco1)(Nc1nc(C)cs1)C(F)(F)F (configuration not stated)	-3	15	0	-1	-14	-6	2	20
COC(=O)c1ccc(Sc2ccc(C)cc2)c(N)c1	-5	-1	45	-7	1	14	0	-342
CCCCC(=O)Nc1ccc2c(c1)nc(CCN1CCN(c3ccccn3)CC1)n2C	8	3	1	0	9	-16	6	11
CCc1nccn1CCC(=O)NC1CC(C)(C)Cc2c1cnn2-c1cccc(F)c1 (configuration not stated)	-1	-4	2	0	-1	1	7	-8
COc1ccc(S(=O)(=O)N(C)C)cc1NC(=O)CSc1nc(N)cc(N)n1	-2	2	4	0	-1	-13	-1	16
CCc1cc(C(=O)COc2ccc(F)cc2)c(O)cc1O	-7	-6	0	0	-2	-9	-9	14
CCC(=O)Nc1nnc(SCC(=O)Nc2ccc3c(c2)OCO3)s1	7	-2	-12	3	-2	-10	-1	18
CCOC(=O)CCC(=O)Nc1ccc(S(=O)(=O)N2CCCCC2)cc1	-6	3	-12	-1	2	-15	-16	11
CCOc1ccc(S(=O)(=O)Nc2cccc(C(=O)N(C)CC(=O)Nc3cccc(OC)c3)c2)cc1	6	2	-21	0	22	2	17	8
CN1CCN(C(=O)CCc2nnc3ccc(N4CCC5(CC4)OCCO5)nn23)CC1	4	-5	5	-2	-9	8	4	-2
CCN(C[C@H]1N[C@@](CC)(C(=O)OC)[C@H]2C(=O)N(C)C(=O)[C@@H]12)C(=O)COc1ccccc1	2	-7	2	1	-16	24	-4	3
CC(=O)Nc1ccc(S(=O)(=O)Nc2nc3ccc(C)cc3s2)cc1	5	6	-38	1	-5	-4	2	9
COc1c(F)c(F)c(C(=O)Nc2ccc3oc(-c4ccncc4)nc3c2)c(F)c1F	-3	1	-7	2	-8	-10	11	-472
CC(C)c1cc(C(C)C)n2nc(N)nc2n1	-3	-3	-7	3	5	9	3	-24
CCOC(=O)CCc1c(C)c2ccc(OCC(=O)N(CC)CC)c(C)c2oc1=O	-1	0	4	1	-7	-6	4	-275
COc1ccccc1NC(=O)/C(C#N)=C/C=C/c1ccco1	-1	14	-3	7	-14	24	5	-19
Cc1ccc(C)c(N2CCN(C(=O)CCc3nc(-c4ccccc4Cl)no3)CC2)c1	.	-5	6	1	18	.	-10	-4
Cc1ccc(S(=O)(=O)/N=C(/Nc2ccccc2C)c2ccccc2)cc1	2	-7	-2	3	2	-4	8	4
Cc1ccc(SC2CC(=O)N(c3ccc4c(c3)OCCO4)C2=O)cc1 (configuration not stated)	-11	1	-13	0	5	5	-7	4

Following part
Molecule	SENP8 block-1	HKDC1 inhibitor	PfG6PD inh	SENP1 inh	Apaf1 inhib	SENP6 block	SENP7 inh	SENP8 block-2
Cc1cccc(NC(=S)NCc2ccco2)c1C	-2	-9	0	1	1	-2	3	19
COc1cccc(NC(=O)CN(C)C(=O)Cc2c(C)nc3ccccc3c2C)c1	-2	-5	0	-4	-7	8	8	-41
CCCC(C)C(=O)Nc1nc(C)c(-c2csc(Nc3ccccc3OC)n2)s1 (configuration not stated)	1	-2	11	-7	7	6	6	-195
CC(C)c1nnc(NC(=O)C2CCCN(C(=O)Nc3ccc(F)cc3)C2)s1 (configuration not stated)	1	-5	3	0	-5	-22	3	0
COC(=O)C1=C(c2ccc(OC)cc2)OC(=O)C1(C)C	-15	-2	-11	3	13	-17	-7	13
O=C(OCC(=O)N1CCc2ccccc2C1)c1ccc(Cl)c([N+](=O)[O-])c1	-10	0	13	3	17	-21	-6	8
Cc1ccc(NC(=O)Cn2nc(C(F)(F)F)c3c2CCC3)cc1	-10	-9	1	1	-4	-10	-7	9
Cc1ccc(C(=O)N/C(=C\c2cn(-c3ccccc3)nc2-c2ccccc2)C(=O)N2CCOCC2)cc1	2	-14	16	-11	3	-15	-4	5
Cc1ccc(CNC(=O)c2cc(=O)c3cc(C)ccc3o2)cc1	-3	0	1	1	-1	10	6	8
CC1(C)c2ccccc2N2CC(=O)NC21/C=C/c1ccco1 (configuration not stated)	3	-1	45	-43	0	-9	-8	8
O=C(c1ccccc1Cl)N1CCn2c1nc1ccccc12	-4	-6	-2	0	-7	-15	-2	14
C[C@H]1CN([C@@H](C)CO)C(=O)c2cc(NC(=O)CCN3CCOCC3)ccc2O[C@H]1CN(C)C(=O)Nc1ccc(F)cc1	-8	0	-12	-2	13	-9	3	-14
CCc1nc2ccc(C(=O)Nc3cccc(C(C)=O)c3)cc2nc1CC	5	-1	16	0	-10	33	3	8
CCOc1ccc(C(C)=O)cc1COC(=O)C(C)N=C1NS(=O)(=O)c2ccccc21 (configuration not stated)	4	-3	7	1	6	-5	-2	3
Cc1oc2ccc(OC(C(=O)O)c3ccccc3)cc2c1C(=O)O (configuration not stated)	3	-3	32	-1	18	-6	-1	22
CCCC(=O)Nc1nc2ccc(OC)cc2s1	2	-2	6	1	6	-6	2	9
O=C(Cn1nc(Cc2cccnc2)c2ccccc2c1=O)Nc1cc(F)ccc1F	5	-5	-5	2	-25	26	1	10
COCc1cc(C)nc2sc(C(=O)Nc3ccccc3OC)c(N)c12	-2	4	26	-27	3	5	5	-477
Cc1ccc(NS(=O)(=O)c2cccc(C(=O)NCC(c3cccs3)N(C)C)c2)cc1 (configuration not stated)	-7	0	1	-2	6	-24	-16	11
CCOc1ccc(N(CC(=O)NCCSCc2ccccc2Cl)S(C)(=O)=O)cc1	-11	-5	7	-3	7	-10	-14	12
Cc1cc([N+](=O)[O-])cc2c1NCC1CC=CC21 (configuration not stated)	-11	-6	48	2	0	2	-8	17
N#Cc1cc([N+](=O)[O-])ccc1NC(=O)CSc1n[nH]c(=O)[nH]c1=O	-7	9	-22	1	1	-6	-13	14
CC(=O)NC12CC3CC(CC(CC(=O)O)(C3)C1)C2	6	-1	-11	0	6	-2	7	3
COc1ccc(C(=O)CN2C(=O)NC3(CCc4ccccc43)C2=O)c(OC)c1 (configuration not stated)	-2	-7	9	-1	7	-14	6	3

Rewritten as labelled records: 4 of the compounds above.
structure: Cc1ccc(NS(=O)(=O)c2cccc(C(=O)NCC(c3cccs3)N(C)C)c2)cc1 (configuration not stated)
  SENP8 block-1: -7
  HKDC1 inhibitor: 0
  PfG6PD inh: 1
  SENP1 inh: -2
  Apaf1 inhib: 6
  SENP6 block: -24
  SENP7 inh: -16
  SENP8 block-2: 11
structure: CCOc1ccc(N(CC(=O)NCCSCc2ccccc2Cl)S(C)(=O)=O)cc1
  SENP8 block-1: -11
  HKDC1 inhibitor: -5
  PfG6PD inh: 7
  SENP1 inh: -3
  Apaf1 inhib: 7
  SENP6 block: -10
  SENP7 inh: -14
  SENP8 block-2: 12
structure: Cc1cc([N+](=O)[O-])cc2c1NCC1CC=CC21 (configuration not stated)
  SENP8 block-1: -11
  HKDC1 inhibitor: -6
  PfG6PD inh: 48
  SENP1 inh: 2
  Apaf1 inhib: 0
  SENP6 block: 2
  SENP7 inh: -8
  SENP8 block-2: 17
structure: N#Cc1cc([N+](=O)[O-])ccc1NC(=O)CSc1n[nH]c(=O)[nH]c1=O
  SENP8 block-1: -7
  HKDC1 inhibitor: 9
  PfG6PD inh: -22
  SENP1 inh: 1
  Apaf1 inhib: 1
  SENP6 block: -6
  SENP7 inh: -13
  SENP8 block-2: 14

High-throughput results as filed in PubChem BioAssay.

No enrichment for hits. Share with any hit: about 3.6%.
